Screening data: PubChem BioAssay, National Center for Advancing Translational Sciences (NCATS)
IMPase cell inh – IMPase inhibition in cells | CHO-M1 cells, IP1 accumulation, HTRF TR-FRET ratio | inhibition (IP1 accumulation), % at 46.1 µM | 120,000 tested, under 10 active; active = well fitted curve in the direction sought with a large enough effect in the signal ratio, not every such curve was filed as active; inconclusive = small, poorly fitted or top-dose-only effect, or a change in a side signal; inactive = no such curve, though single readings can be large or run the other way; the % refers to the signal ratio;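 note: cells stimulated with carbachol in lithium chloride buffer; plate controls were DMSO basal wells for no effect and reference inhibitor wells for full effect; higher means more IMPase inhibition seen as more IP1 and lower FRET ratio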
Target sequence (P97697 whole entry, looked up): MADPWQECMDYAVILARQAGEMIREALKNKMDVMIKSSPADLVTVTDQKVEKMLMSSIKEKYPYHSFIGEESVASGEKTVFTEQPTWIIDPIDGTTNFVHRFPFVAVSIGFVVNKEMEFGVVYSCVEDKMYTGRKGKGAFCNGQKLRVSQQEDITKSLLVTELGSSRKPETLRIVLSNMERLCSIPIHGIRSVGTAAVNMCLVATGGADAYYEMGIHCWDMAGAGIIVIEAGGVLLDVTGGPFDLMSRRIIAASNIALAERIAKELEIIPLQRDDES
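CHO-M1 cells (CHO stably expressing M1 receptor), compound up to 46 uM final, stimulated with carbachol (50 uM as added) in buffer with 50mM LiCl, pH 7.4, 30 min at 37C. Cytosolic IP1 read by TR-FRET; AC50 from Hill fits.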
ALOX12 inhib – 12-hLO (ALOX12) enzyme inhibition | purified 12-hLO, xylenol orange hydroperoxide absorbance | Potency, µM (doses to about 57.1 µM), inactives show at the top dose activity change, negative = inhibition, usual class: inhibitors | 150,000 tested, 0.12% active; note: potency is the fitted concentration of half-maximal effect; nearly all actives have a fitted effect of over 55% in size; many of its hits are not listed in these tables
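Lipoxygenase turnover measured by absorbance at 573 and 405 nm after Fe-XO development. Human 12hLO 150 nM, arachidonate 40 uM, pH 7.0 Hepes buffer with detergent; 15 min compound preincubation, 30 min reaction.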
15-hLO-2 inh – 15-hLO-2 (ALOX15B) enzyme inhibition; O15296; purified 15hLO-2, xylenol orange hydroperoxide absorbance; Potency, µM (top dose mostly 57.1 µM), without a hit: at the highest dose activity change, negative = inhibition, hits mostly inhibitors; 110,000 tested, 0.56% active; note: potency is the fitted concentration of half-maximal effect; nearly all actives have a fitted effect of over 60% in size; many of its hits are not listed in these tables
Target sequence (O15296 whole entry, looked up): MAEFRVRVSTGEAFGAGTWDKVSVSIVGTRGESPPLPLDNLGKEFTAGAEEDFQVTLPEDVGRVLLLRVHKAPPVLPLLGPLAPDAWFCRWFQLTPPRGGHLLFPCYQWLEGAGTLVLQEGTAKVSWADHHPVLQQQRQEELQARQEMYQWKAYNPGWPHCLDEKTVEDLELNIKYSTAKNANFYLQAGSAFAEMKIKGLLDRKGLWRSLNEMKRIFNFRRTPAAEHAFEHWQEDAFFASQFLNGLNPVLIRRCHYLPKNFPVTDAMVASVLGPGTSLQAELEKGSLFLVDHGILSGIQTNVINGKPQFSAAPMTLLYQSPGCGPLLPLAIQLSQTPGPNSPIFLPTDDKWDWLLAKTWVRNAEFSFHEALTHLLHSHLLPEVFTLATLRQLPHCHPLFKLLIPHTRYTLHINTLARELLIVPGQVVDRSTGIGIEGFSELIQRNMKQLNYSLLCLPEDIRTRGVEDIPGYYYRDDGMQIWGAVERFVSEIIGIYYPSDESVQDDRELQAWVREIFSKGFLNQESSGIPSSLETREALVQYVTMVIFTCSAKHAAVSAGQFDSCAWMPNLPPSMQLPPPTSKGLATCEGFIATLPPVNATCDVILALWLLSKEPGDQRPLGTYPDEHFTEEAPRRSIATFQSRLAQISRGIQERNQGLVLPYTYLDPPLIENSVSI
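Enzyme 50 nM, AA 45 uM, 25 mM Hepes pH 7.5 + 0.01% Triton X-100; cpd preinc 15 min RT, rxn 90 min RT; stop/detect with 200 uM XO + 300 uM Fe(II) in 50 mM H2SO4, 30 min; A573/A405.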
PNC inhibitor – inhibitors of perinucleolar compartment assembly | PC3M PTB-GFP, PNC prevalence imaging, 16 h; stronger effect = lower value | activity change (PNC), negative = inhibition, % at 10 µM | 140,000 tested, 3.1% active;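 active = readout at or below -70, meaning at least 70% loss of cells showing the perinucleolar compartment, a nuclear body marking cancer cells; inconclusive = readout between -30 and a set limit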;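 note: plate controls were DMSO wells for no effect and camptothecin positive control wells for full effect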
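PC3M cells stably expressing PTB-GFP, 750–1000 cells/well, treated 16 h at 37 °C with compound (23 nl of library stock), in duplicate. After paraformaldehyde fixation and Hoechst stain, imaged at 20x; PNC prevalence scored by image analysis.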
Numbers without * were called inactive; u = inconclusive; x = not tested or not shown; & = joins results of further samples; [ ] = dose if it differs, or a comment. Unless noted, calls come from the whole dose curve; as a rule, active = well fitted curve in the direction sought with a large enough effect; inconclusive = small, poorly fitted or top-dose-only effect, or another doubt; inactive = no such curve, though single readings can be large; an effect the other way counts as inactive or inconclusive. Unless noted, % is set by controls: 0 for no effect and ±100 for the full control effect. Some of the compounds tested. The share of hits here may be higher or lower than overall.

SMILES	IMPase cell inh	ALOX12 inhib	15-hLO-2 inh	PNC inhibitor
Cc1cc(C)c(NC(=S)N(Cc2cccnc2)Cc2ccco2)c(C)c1	-5	7%	x	u
CCOC(=O)c1ccc(NC(=O)c2ccccc2C)cc1	x	-3%	x	27
COc1ccc(CCN(C(=S)Nc2ccccc2)C2CC(=O)N(c3ccccc3)C2=O)cc1 (centres undefined)	8	-1%	-7%	30
Cc1cccc(-n2c(C)n[nH]c2=S)c1C	-5	-2%	13%	-14
COc1ccc(C(=O)NC2CCN(C(=S)NCc3ccco3)CC2)cc1	11[1.84 µM]	0%	-10%[11.4 µM]	-2
CCOC(=O)C(NC(C)=O)(Nc1ccc(S(=O)(=O)Nc2ccncn2)cc1)C(F)(F)F (centres undefined)	u	-3%	x	-22
O=c1cc(Cn2ccnc2)c2cc3c(cc2o1)CCC3	-1	-5%	20%	36
CN(C)C(=O)COC(=O)/C=C/c1ccccc1[N+](=O)[O-]	2	-7%	-4%	-23
COc1ccc(Cn2c(O)c(C=Nc3ccccc3)c3ccccc3c2=O)cc1	x	-1%	x	28
COC(=O)c1cc(C(=O)c2ccc(Cl)cc2Cl)cn1C	1	-17%	2%	-5
Cc1cc(C(=O)NCc2cccnc2)no1	4	2%	-2%	45
CC(=O)[C@@H]1[C@@H]2C(=O)N(c3ccc(F)c(Cl)c3)C(=O)[C@@H]2C2c3ccccc3C=CN21 (some centres undefined)	14	-1%	x	53
COc1cccc(-n2c(SC)nnc2-c2cnccn2)c1	2	-4%	-1%	-24
CCN(CC)CCOc1nc(C)nc2c1oc1ccccc12	-10	0%	12%	-2
O=c1c(-c2ccc3c(c2)OCCO3)c(C(F)(F)F)oc2cc(O)cc(O)c12	4	2%	-10%	u
O=C(CSc1nnc2scc(-c3ccccc3)n12)N1CCN(Cc2ccccc2)CC1	9	-3%	-1%	9
Cc1cc(N2CCCC2=O)cc(C)c1S(=O)(=O)NCCOc1ccc(C(C)(C)C)cc1	6	-2%	x	-10
COc1ccccc1-c1cc(-c2ccccc2)nc(SC(C(N)=O)c2ccccc2)c1C#N (centres undefined)	u	-5%	16µM*	8
Cc1ccccc1NC(=O)c1c(F)c(F)c(F)c(F)c1F	-6	-1%	-4%	-9
Nc1ccccc1Nc1ccccc1	8	-28%	u	11
COc1cccc(-c2nc(N3CCNCC3)c3ccccc3n2)c1	x	4%	19%	x
COc1ccc(-n2c(=O)c3ccccc3n(CC(=O)NC3CCCC3)c2=O)cc1	5	-3%	0%	48
CC(=O)N1CCN(c2ccc(NC(=S)NC(=O)COc3ccc(C(C)(C)C)cc3)cc2)CC1	x	2%	x	34
COc1ccc(N=NC2=C(O)CC(C)(C)CC2=O)c(OC)c1	10	-1%	x	11
Cc1noc(C)c1COC(=O)c1cccnc1SCC(=O)Nc1ccc2c(c1)OCO2	5	-9%	-14%	12
O=C(O)C(F)(F)S(=O)(=O)O	1	3%	-4%	-14
CC(C)CCn1nnnc1C(c1ccc(F)cc1)N1CCN(C(=O)c2ccco2)CC1 (centres undefined)	-1	3%	-4%	68
CC(CCc1ccccc1)NC(=O)CSc1ccccc1 (centres undefined)	x	-3%	x	u
COc1ccc(NC(=O)c2oc3cc(C)c(C)cc3c2C)c(OC)c1	-6	4%	x	7
CC1CC(C)CN(C(=O)c2ccc(NC(=O)c3ccc(=O)[nH]c3)cc2)C1 (centres undefined)	x	-2%	x	21
CCN1CCN(c2cc(C)c3cc(NC(=O)Cc4ccccc4OC)ccc3n2)CC1	6	3%	26%	34
Fc1ccc2c(c1)C1C=CCC1C(c1cc3c(cc1Br)OCO3)N2 (centres undefined)	14	-15%	-12%	68
CN(C)C(=O)CSc1nnc(CCNC(=O)OC(C)(C)C)o1	-5	-2%	-10%	-5
COc1cc(/C=N/NC(=O)CCn2nnc3ccccc32)ccc1O	4	2%	x	10
CSc1nc2sc3c(c2c2nnnn12)CCCC3	-2	-3%	-9%	u
COc1ccccc1-c1nnc(SCCN2CCOCC2)n1-c1ccc(C)cc1	22	-5%	-13%	u
O=C(NC(=S)Nn1cnc2c(cnn2-c2ccccc2)c1=O)c1ccccc1	3	u	x	u
COc1cccc(C2=CC(c3cc(OC)ccc3OC)n3nnnc3N2)c1 (centres undefined)	10	-10%	-13%	28
Nc1cc(C(=O)c2ccccc2)ccc1N1CCOCC1	x	-1%	x	-8
C/C(=N\OC(=O)c1ccc(F)cc1)c1nccs1	-1	-1%	1%	u
COc1cc(NC(C(=O)Nc2cccc(C(C)=O)c2)c2ccccc2)cc(OC)c1OC (centres undefined)	0	-3%	x	43
Cc1ccccc1NC(=O)c1ccccc1	3	1%	2%	u
CCc1c(C)nc2ncnn2c1N1CCCC(C(=O)NCCc2ccccc2)C1 (centres undefined)	11	-4%	-16%	u
Cc1cc(C)cc(N(C(=O)c2csnn2)C(C(=O)NC(C)(C)C)c2cccs2)c1 (centres undefined)	-4	0%	-10%	u
O=C(CNc1cccc(C(F)(F)F)c1)N/N=C/c1cccc(Br)c1	2	-6%	x	49
CCNC(=S)N1CCn2c(nc3ccccc32)C1	x	1%	x	86
COC(=O)c1cc(C(=O)OC)n(Cc2ccc(Br)cc2)n1	8	4%	3%	u
COC(=O)c1ccc(N2C(=O)CC(N(C)Cc3ccccc3)C2=O)cc1 (centres undefined)	-8	-5%	-9%	7
COc1ccc(C)cc1NC(=O)CN(c1ccccc1F)S(C)(=O)=O	-5	0%	-1%	-3
COc1ccc(C2=CSC3=NCCN23)cc1F	15	-8%	-19%	-12
COc1cc(C2C(C(=O)c3ccco3)=C(O)C(=O)N2c2cc(C)on2)cc(Br)c1O (centres undefined)	-3	-2%	-7%	2
O=C(CC1SC(=Nc2ccccc2)N(CCCO)C1=O)Nc1ccc(Cl)cc1 (centres undefined)	-1	-8%	-1%	32
O=S(=O)(/N=C(/Nc1cc(N2CCOCC2)ncn1)c1ccc(F)cc1)c1ccccc1	1	1%	-5%	u
COc1cc(CNCCc2ccc(S(N)(=O)=O)cc2)ccc1OCC(=O)NC(C)(C)C	-5	-1%	x	u
Cc1cc(NC(=O)CN2C(=O)NC(C)(c3ccccc3)C2=O)no1 (centres undefined)	4	-4%	-1%	18
O=[N+]([O-])c1ccccc1NCc1ccc(Cl)cc1	5	0%	x	47
CC(C)(C)OC(=O)N1CCN(c2ccc(CNC(=O)c3ccc(Cl)cc3)cc2)CC1	1	-8%	-2%	47
CCOC(=O)c1c(NC(=O)c2nn(CC)cc2Br)c(C#N)nn1-c1ccccc1	11	2%	12%[2.29 µM]	-22
Cn1c(SCc2ccccc2Cl)nnc1-c1cnccn1	9	-4%	4%	27
CCOCCn1c(CCCO)nc2ccccc21	3	-4%	2%	5

More compounds follow:
SMILES	IMPase cell inh	ALOX12 inhib	15-hLO-2 inh	PNC inhibitor
CN1C=CC=C/C1=C1\SC(=S)N(c2ccccc2)C1=O	11	3%	-21%	19
CC(=O)OCC(=O)[C@@]12OC(C)(C)O[C@@H]1C[C@H]1[C@H]3C[C@H](F)C4=CC(=O)C=C[C@@]4(C)[C@]3(F)[C@H](O)C[C@@]12C	1[20.6 µM]	-2%[25.6 µM]	1%[25.6 µM]	x
Oc1ccccc1-c1nc(NCC2CCCO2)c2ccccc2n1 (centres undefined)	6	-7%	19%	16
COc1cc(N/C(=N/S(=O)(=O)c2ccccc2)c2ccccc2)ncn1	2	3%	1%	13
COC(=O)c1ccc(NC(=O)C2CC(=O)N(c3cc(C)ccc3C)C2)cc1 (centres undefined)	-10	6%	-1%	u
COc1cc(NC(=O)Cn2nnc(-c3ccccc3N)n2)cc(OC)c1	4	-5%	14%	10
O=C(c1csnn1)N1CCC[C@@]2(CCN(c3ncccn3)C2)C1	x	3%	2%	x
O=C(COC(=O)c1ccncc1)Nc1cccc(Cl)c1	10	-8%	-22%	20
O=C(CCCNS(=O)(=O)c1cccc2nsnc12)NCc1ccccc1	6	-4%	-3%	u
O=S(=O)(c1ccccc1)N1CCC2(CCCN(Cc3nccs3)C2)CC1	x	-2%	3%	x
O=C(c1ccc2c(c1)OCO2)N1CCNc2ccccc2C1	4	-1%	-2%	-30
COc1ccc(OC)c(NS(=O)(=O)c2ccc(Cl)nc2)c1	x	3%	x	-17

Look-ups from the entries so far:
Entry for COc1ccc(OC)c(NS(=O)(=O)c2ccc(Cl)nc2)c1 in PNC inhibitor: -17
Entry for CC(=O)OCC(=O)[C@@]12OC(C)(C)O[C@@H]1C[C@H]1[C@H]3C[C@H](F)C4=CC(=O)C=C[C@@]4(C)[C@]3(F)[C@H](O)C[C@@]12C in ALOX12 inhib: -2%[25.6 µM]
Entry for COc1cc(N/C(=N/S(=O)(=O)c2ccccc2)c2ccccc2)ncn1 in 15-hLO-2 inh: 1%
Entry for Oc1ccccc1-c1nc(NCC2CCCO2)c2ccccc2n1 (centres undefined) in ALOX12 inhib: -7%

(list continues)
SMILES	IMPase cell inh	ALOX12 inhib	15-hLO-2 inh	PNC inhibitor
Cn1c(SCC#N)nnc1-c1cnccn1	14	-4%	x	u
COC(=O)C1=C(C)N(c2ccc(C)c(C)c2)/C(=C/c2cccs2)C1=O	-12	-2%	-8%	-27
COc1ccc(C2CC(C(F)(F)F)n3nc(C(=O)NCc4c(C)nn(C)c4C)c(Cl)c3N2)cc1 (centres undefined)	-4	4%	-1%	57
CC1CC(C)CN(C(=O)Cn2c(-c3nonc3N)nc3ccccc32)C1 (centres undefined)	-2	3%	x	13
CCNC(=O)NC(=O)C(C)OC(=O)c1ccc(-n2nc(SC)sc2=S)cc1 (centres undefined)	8	1%	x	-4
CCOC(=O)c1c(CN2CCCCC2)oc2ccc(OC)cc12	10&-2	-3%&0%	14%&0%	u
Cc1cc(C)nc(N(C#N)S(=O)(=O)c2ccccc2)n1	5	-6%	-1%	12
CCc1cccc(C)c1NC(=O)COC(=O)c1c2c(nc3ccccc13)/C(=C\c1cccs1)CCC2	x	-3%	x	u
COc1ccccc1C1c2c(C)nn(-c3ccccc3)c2NC(=O)C1NC(=O)c1ccccc1 (centres undefined)	x	1%	x	29
COc1ccccc1C(=O)NN1C(=O)C2C3C=CC(O3)C2C1=O (centres undefined)	-1	0%	-14%	40
Cc1cc(Br)ccc1OCCCCN1CCC(C)CC1	x	-2%	x	-4
COCCCn1c(-c2ccc(OC)cc2)nc2nc3ccccc3nc21	-7	2%	-5%	-11

Continued (2 carried over from the part before).
SMILES	IMPase cell inh	ALOX12 inhib	15-hLO-2 inh	PNC inhibitor
Cc1cc(Br)ccc1OCCCCN1CCC(C)CC1	x	-2%	x	-4
COCCCn1c(-c2ccc(OC)cc2)nc2nc3ccccc3nc21	-7	2%	-5%	-11
CCN(c1ccccc1)S(=O)(=O)c1ccc(Cl)c(NC(=O)CSc2ncn[nH]2)c1	-24	-6%	x	-2
COc1cc2c(cc1OC)CN(C(C)C(=O)N1CCc3ccccc31)CC2 (centres undefined)	7	2%	10%	-1
CCn1ncc(C(=O)Nc2ccc(S(=O)(=O)N3CCCC3)cc2)c1C	-3	-2%	-1%	4
COc1ccc(NC(=O)c2nc3nccc(C)n3n2)cn1	3	13%	0%	u
CCCC(=O)N(Cc1cc2ccccc2[nH]c1=O)c1ccccc1OC	-1	0%	3%	36
COc1ccc2c(c1)c1nc3ccccc3nc1n2CC(=O)OC(C)C	2	2%	-3%	44
O=C(N1CCCCC1)N1CCN(C(=O)N(c2ccccc2)c2ccccc2)CC1	0	-1%	-6%	-1
CCCCC1C(=O)N(c2ccccc2)N(c2ccc(O)cc2)C1=O (centres undefined)	x	-5%	-18%	x
O=C(Cc1cccc(C(F)(F)F)c1)NCc1ccc(Cl)cc1	x	-3%	x	-25
O=C(c1ccco1)N1CCN(Cc2ccc(Cl)cc2)CC1	0	-5%	-12%	2
